Bioassay records deposited in PubChem by several laboratories.
aSyn UTR inh = 5' untranslated region of α-synuclein, MLPCN primary screen. alpha-synuclein 5'UTR reporter, inhibitor activity. inhibition, % (tested at 7.5 µM). hit rate 0.82% among 300,000. AID 1813; in the data active means inhibition above about 60%; inconclusive means no clear call, values can overlap the other calls;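 further: H4 neuroglioblastoma cells stably carrying SNCA 5'UTR luciferase fusion; 0% = DMSO wells and 100% = positive control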
KLF5 inh = inhibitors of KLF5 expression | DLD-1 KLF5 promoter-luciferase reporter, luminescence | inhibition, % at 5 µM | hit rate 0.23% among 290,000 | AID 1700;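 active means inhibition above a per-plate limit of that plate's mean compound inhibition plus 3 SD, cut at about 60% in these data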;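 further: 0% = DMSO wells and 100% = LY294002 at 200 µM; higher means less KLF5 promoter-driven luciferase light; inactives centre near -14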
HSP90 inh = HSP90 refolding inhibition in rabbit reticulocyte lysate; luciferase refolding luminescence, 3 h; inhibition, % at 5.6 µM; hit rate 0.91% among 290,000; AID 1789;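 active means inhibition above the screen-wide mean plus 3 SD, computed separately per campaign, cut at about 16% in these data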;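 further: 0% = DMSO wells and 100% = 60 µM geldanamycin wells; inhibitors lower the luminescence because luciferase stays unfolded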
IEC-6 cytotox = IEC-6 cytotoxicity, counter-screen for KLF5 inhibitors; luminescence viability; inhibition, % at 5 µM; hit rate 0.78% among 290,000; AID 1825; in the data active means inhibition above about 22%;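 further: 0% = plate median of test compound wells and 100% = cytotoxic reference compound wells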
HIF activator = HIF pathway transcriptional activation; hit rate 0.32% among 300,000; activation, % at 7.5 µM (by protocol); U2OS HRE-luciferase reporter, luminescence; normalized: DMSO 0%, desferrioxamine 100%; AID 1910;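 active means mean activation of at least 10% of the iron chelator positive control signal, with at least half of replicates also reaching 10%; inconclusive means mean and replicate majority disagree about reaching 10%; inactive means mean and most replicates under 10%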
AI-2 QS mod = Vibrio harveyi AI-2 quorum sensing modulation | AID 2094 | activity change, % at 7.5 µM | hit rate 0.4% among 300,000 | Vibrio harveyi JMH597 AI-2 luminescence/OD600 ratio, 9 h; hits give low values; strain lacks LuxN and CqsS sensors; 0 = neutral-control median; in the data active means activity change below about -75%, passing the limit was not always enough; inconclusive means no clear call, values can overlap the other calls;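 further: luminescence divided by OD600 gain over 9 h not by final OD600 alone; inactives centre near 13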
GSK3 alpha inh = blocks human GSK-3 alpha kinase; ADP-Glo luminescence, 60 min; AID 2650; hit rate 0.1% among 320,000; inhibition, % at 10 µM;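 in the data active means inhibition above about 50%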;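 further: GST-tagged GSK-3 alpha with peptide substrate and 25 µM ATP; 0% = DMSO neutral wells and 100% = GW8510 positive control wells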
Target sequence (P49840 whole entry, looked up): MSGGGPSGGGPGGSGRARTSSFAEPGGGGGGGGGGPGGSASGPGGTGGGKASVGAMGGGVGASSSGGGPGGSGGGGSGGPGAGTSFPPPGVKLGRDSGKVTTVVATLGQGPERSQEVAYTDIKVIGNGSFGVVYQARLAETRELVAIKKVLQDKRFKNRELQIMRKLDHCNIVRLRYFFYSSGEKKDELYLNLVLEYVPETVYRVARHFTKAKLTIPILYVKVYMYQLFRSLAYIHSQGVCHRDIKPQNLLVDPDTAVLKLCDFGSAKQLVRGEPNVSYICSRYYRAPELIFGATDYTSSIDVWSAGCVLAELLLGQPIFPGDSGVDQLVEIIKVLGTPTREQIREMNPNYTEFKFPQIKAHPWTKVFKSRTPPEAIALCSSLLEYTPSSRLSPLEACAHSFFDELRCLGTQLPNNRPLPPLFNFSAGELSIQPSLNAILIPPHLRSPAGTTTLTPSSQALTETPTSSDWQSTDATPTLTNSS
HSF-1 act = increases HSF-1 driven luciferase reporter signal; hit rate 1.7% among 300,000; NIH3T3-HGL HSF-1 luciferase reporter, MG132, 8 h; 100% = twice DMSO control signal; activation, % at 9 µM;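 active means mean replicate activation of at least 50% with a set share of replicates each reaching 50%; inconclusive means only one of those two conditions met; inactive means mean below 50% and too few replicates reaching it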;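 further: 0% = median of the neutral control wells and 100% = twice that signal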
GSK3B inh = human GSK3beta kinase inhibition; P49841; GST-GSK3beta kinase, ADP-Glo luminescence, 60 min; hits give low values; activity score (negative = inhibition), % at 10 µM; hit rate 0.038% among 300,000; AID 2097;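 active means more than half of replicate wells score below -50%, meaning over 50% inhibition versus plate controls; inconclusive means some replicates but at most half score below -50%; inactive means no replicate scores below -50%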;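 further: 0% = median DMSO wells and -100% = median GW8510 positive control wells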
Target sequence (P49841 whole entry, looked up): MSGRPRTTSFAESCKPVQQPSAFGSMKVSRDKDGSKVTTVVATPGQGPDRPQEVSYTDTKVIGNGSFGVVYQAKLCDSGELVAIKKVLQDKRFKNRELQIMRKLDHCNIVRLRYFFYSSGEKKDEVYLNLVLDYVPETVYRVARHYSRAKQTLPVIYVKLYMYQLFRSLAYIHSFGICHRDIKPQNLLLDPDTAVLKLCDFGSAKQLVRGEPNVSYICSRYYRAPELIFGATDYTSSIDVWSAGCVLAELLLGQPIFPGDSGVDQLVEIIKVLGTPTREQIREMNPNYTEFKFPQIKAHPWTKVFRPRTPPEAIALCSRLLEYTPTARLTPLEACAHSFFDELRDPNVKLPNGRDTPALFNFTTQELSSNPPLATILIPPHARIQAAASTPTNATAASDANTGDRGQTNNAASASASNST
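Test system: GST-tagged human GSK3beta kinase, cell-free; evaluation: activity score scaled between in-plate DMSO and GW8510 controls; measured by: ADP-Glo luminescence; incubation: 60 min reaction, RT; benchmarks: DMSO and 20 µM GW8510; reagent: peptide substrate plus 25 µM ATP (final); medium: Tris/MgCl2 kinase buffer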
HSF1 inhib = HSF1 inhibition. AID 2098. hit rate 0.77% among 300,000. activity change, negative = inhibition, % at 7.5 µM (by protocol). NIH3T3-HGL HSE-luciferase, MG132-induced, luminescence 8 h; hits give low values;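 active means more than half of replicate wells show activity change below -50%, luminescence cut by over half; inconclusive means some wells, but at most half, below -50%; inactive means no replicate well below -50%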;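 further: luciferase reports HSF-1 transcriptional activity via heat shock element; 0% = median of DMSO wells and -100% = zero luminescence signal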
* marks the source's active call; other numbers are inactive results; ? = inconclusive; / = no result given. Hits appear at their usual frequency; overall some 4.7% were active at least once.

SMILES	aSyn UTR inh	KLF5 inh	HSP90 inh	IEC-6 cytotox	HIF activator	AI-2 QS mod	GSK3 alpha inh	HSF-1 act	GSK3B inh	HSF1 inhib
Cc1cccc(N(CC(=O)NCC2CCCO2)C(=O)CCC(=O)Nc2cc(C)on2)c1 (stereo unspecified)	-19	-25	3	-3	-1.0	-7	2	9	-1	2
CCOc1ccc(CNC(=O)c2nnc(CS(=O)(=O)c3ccccc3)o2)cc1OC	12	-17	1	3	-0.1	3	-2	-8	-2	-5
COc1ccccc1NC(=O)c1ccc2c(c1)CCN2S(C)(=O)=O	-26	-22	-4	0	0.6	5	-2	12	1	0
CN(C)CCCN(Cc1ccccc1)C(=S)Nc1ccc(F)c(Cl)c1	-21	-32	1	-2	0.3	7	-2	9	-1	-1
O=C(O)C1CC=CCC1C(=O)N1CCc2ccccc21 (stereo unspecified)	5	1	2	-1	-0.1	27	3	-2	-4	-4
CC(CNS(=O)(=O)c1cc(Cl)ccc1Cl)CN(C)C (stereo unspecified)	-159	-24	0	1	2.2	11	-2	-10	0	-5
Cc1ccccc1C(=O)NCC(=O)NCC1(N2CCOCC2)CCCCC1	4	/	/	/	-34	21	1	-6	4	-10
c1ccc(C2Nc3ccccc3-c3nc4ccccc4n32)cc1 (stereo unspecified)	-41	-116	4	-3	2.0	16	-3	29	1	19
COc1ccc(-c2nnc(SCC(=O)N3CCOCC3)n2C)cc1OC	11	-22	-1	5	-0.7	21	-1	-3	-1	-3
COc1cc(/C=C2\S/C(=N/S(=O)(=O)c3ccccc3)NC2=O)c([N+](=O)[O-])cc1OC	-18	2	3	-4	-0.2	22	3	-2	4	2
COc1cccc(Nc2n[nH]c(=S)s2)c1	-61	-48	4	-1	?	-21	5	1	-3	-8
COc1ccc(NC(=O)C2CCCO2)cc1 (stereo unspecified)	-7	-28	4	4	1.0	0	-2	23	7	5
Cc1ccc2nc(SCC(=O)Nc3ccccc3N3CCOCC3)c(C#N)cc2c1	-25	-46	3	1	-0.3	/	-3	2	/	6
C[C@H]1CCC(=O)N([C@H](COc2ccccc2)Cc2ccccc2)CC1	-2	2	0	-8	-2.1	14	-1	-2	1	4
COc1ccc(N2C(=O)CC(c3ccc(OC(C)C)cc3)C2=O)cc1 (stereo unspecified)	-3	/	/	/	-0.7	26	-2	-56	-1	-44
O=C(c1cc2c(F)cccc2s1)N1CCCC1	-7	-20	-2	-6	0.3	8	-1	-17	-1	-1
CC(NC(=S)NC(=O)c1ccccc1Br)c1ccccc1 (stereo unspecified)	-9	-5	-2	3	-3.5	23	0	1	1	-2
Cc1ccc(NC(=O)c2ccc(=O)[nH]n2)cc1C	-102	-64	4	1	2.6	5	-1	32	2	8
O=S(=O)(c1ccccc1)N(CC1CO1)c1ccccc1 (stereo unspecified)	0	14	-1	-2	-0.7	38	1	8	-1	2
COCCNC(=O)C(=O)Nc1cc2c3c(c1)CC(=O)N3CCC2	-15	-15	-5	0	0.0	4	-2	8	3	-2

One compound at a time, as listed above. Screens in order: aSyn UTR inh, KLF5 inh, HSP90 inh, IEC-6 cytotox, HIF activator, AI-2 QS mod, GSK3 alpha inh, HSF-1 act, GSK3B inh, HSF1 inhib
c1ccc(C2Nc3ccccc3-c3nc4ccccc4n32)cc1 (stereo unspecified) reads -41, -116, 4, -3, 2.0, 16, -3, 29, 1, 19
O=C(O)C1CC=CCC1C(=O)N1CCc2ccccc21 (stereo unspecified) reads 5, 1, 2, -1, -0.1, 27, 3, -2, -4, -4
O=C(c1cc2c(F)cccc2s1)N1CCCC1 reads -7, -20, -2, -6, 0.3, 8, -1, -17, -1, -1

Next structures:
SMILES	aSyn UTR inh	KLF5 inh	HSP90 inh	IEC-6 cytotox	HIF activator	AI-2 QS mod	GSK3 alpha inh	HSF-1 act	GSK3B inh	HSF1 inhib
CC(=O)N/C(=C\c1ccccc1)C(=O)Nc1ccc(O)cc1	-23	-39	-6	-13	-0.7	24	-2	5	0	0
Cc1ccc(Cl)cc1N(CC(=O)NCc1ccc2c(c1)OCO2)S(C)(=O)=O	25	2	-3	-5	0.1	9	-1	-3	-1	-7
Cc1ccc(C(=O)NNC(=O)C2CC2)cc1Br	-30	-31	0	4	-0.4	22	0	-21	-1	-1
O=C(c1cccc([N+](=O)[O-])c1)c1ccc2c(c1)OCCOCCOCCO2	11	-6	9	9	-0.7	17	-2	2	3	0
CNC(=O)[C@@]1(Cc2ccccc2)C=C[C@@H](C)N1C(C)=O	-13	/	/	/	-0.1	17	/	-5	3	-3
COC(=O)Nc1nc2ccc(Br)cc2s1	-148	-17	-4	-6	1.0	14	-1	18	-2	5
Cc1ccc(C(=O)Nc2ccccc2C(=O)NCc2ccco2)cc1S(=O)(=O)N1CCCCC1	25	-15	-2	-5	0.2	27	0	2	-30	2
Cc1cccc(C)c1NC(=O)CN(C)C(=O)c1cccc(S(=O)(=O)N2CCN(c3ccccc3)CC2)c1	5	3	1	3	1.4	8	1	-2	-1	-3
COc1ccc(C2(O)CCN(C(=O)NC3CCCCC3)CC2)cc1	-7	-11	5	0	0.5	21	1	-2	0	3
Cc1nc2oc3c(=O)[nH]cnc3c2c2c1COC(C)(C)C2	6	-13	-6	-3	0.7	22	7	18	-2	3
Cc1cc(S(=O)(=O)N2CCC(N3CCCCC3)CC2)ccc1-n1cnnn1	0	7	5	10	0.2	12	-1	5	-1	-3
O=C(CS(=O)(=O)c1ccc2ccccc2c1)N1CCCCCC1	9	-15	-1	6	0.8	1	-2	19	-2	6
Cc1nc(CCNC(=O)c2cccs2)cs1	-7	-42	1	-5	0.6	65	-3	12	-4	-1
Cc1nc2ccccc2c(=O)n1/N=C/c1ccc(OC(F)F)cc1	-28	-74	1	-2	-0.5	14	-2	4	0	-3
COc1ccc(NC(=O)CN2C(=O)COc3ccc(S(=O)(=O)N4CCCCC4)cc32)c(OC)c1	26	-10	-4	0	0.2	21	-2	36	-3	5
CSCCC1NC(=O)N(CC(=O)Nc2ccc(N3CCCCC3)cc2)C1=O (stereo unspecified)	2	-1	-1	-2	0.3	-82*	-4	-7	-2	2
O=Nc1c(-c2ccccc2)cc2ccccn12	-211	-60	-1	-3	1.9	26	0	14	2	6
COc1cc2nc3c4ccccc4n(CC#N)c3nc2cc1OC	-25	-4	-1	-6	0.6	16	/	18	3	0
O=C(c1cccc(C(=O)N2CCN(c3ncccn3)CC2)c1)N1CCN(c2ncccn2)CC1	20	-36	1	-4	-0.3	6	-1	34	3	4
CN(C(=O)C1CCOC1)c1nnc(-c2cnccn2)s1 (stereo unspecified)	-15	-18	2	6	-0.5	25	0	9	0	6
Nc1nonc1-n1nnc(C(=O)N/N=C/c2c[nH]c3ccccc23)c1-c1ccccc1	1	-18	0	2	0.0	15	15	-12	-8	-7
O=C(Nc1ccccc1)C1CC(=O)n2ncnc2N1 (stereo unspecified)	-13	-13	3	6	-0.5	21	2	13	3	1
COc1cccc(NC(=O)COC(=O)c2cc(S(=O)(=O)N3CCOCC3)ccc2C)c1	-5	-1	2	0	-0.2	2	1	-5	-2	-8
CCN1C(=O)C(O)(CC(=O)/C=C/C=C/c2ccccc2)c2ccccc21 (stereo unspecified)	-21	-15	0	-6	-0.4	12	-3	18	3	3
O=c1c2cccnc2[nH]c(=S)n1CCCN1CCN(c2ccc(F)cc2)CC1	26	5	-1	15	-0.4	12	1	26	2	6
O=C(NCc1ccccn1)C1CCCCC1	-2	-9	1	1	-0.7	20	-1	9	3	-5
CCOC(=O)N1CCN(C(c2ccc(C)cc2)c2sc3nc(C)nn3c2O)CC1 (stereo unspecified)	11	/	/	/	0.2	8	-1	-40	-1	-23
COC1=CC(=O)CC(C)C12Oc1c(Cl)c(OC)cc(OC)c1C2=O (stereo unspecified)	37	-10	4	-1	0.8	18	/	-5	1	-1
O=C(Oc1cncc(Cl)c1)c1sccc1Cl	4	/	/	/	0.3	12	5	6	1	2
O=C(CNc1ccccc1Cl)c1ccc(Br)cc1	-7	-16	-4	0	0.9	18	-2	-13	-1	2
CCOC(=O)c1c(C)n(C)c2ccc(OC)c(NS(=O)(=O)CC)c12	25	-6	2	-1	0.3	18	0	4	1	-5
Cc1cc(C)n(-c2nc(C(F)(F)F)nc3ccccc23)n1	10	-24	-3	6	0.1	10	-1	-2	7	2
O=C(NCC(=O)N1CCCC1)c1cccs1	-36	-34	3	1	0.7	22	-2	13	-1	-3
C=CCOc1c(Cl)cc(/C=N/O)cc1OC	15	-68	0	-4	0.1	8	-1	-3	-1	-3
CC(C)n1c(=NC(=O)c2ccco2)c(C#N)cc2c(=O)n3ccccc3cc21	0	-11	0	-4	0.3	-3	2	10	-1	11
Cc1cc(NC(=O)c2noc3c2CCCCC3)nn1Cc1ccc(Cl)cc1	-71	-37	-2	-3	0.1	17	-2	19	-2	3
O=C(NC12CC3CC(CC(C3)C1)C2)N1CCC(O)(c2ccc3c(c2)OCO3)CC1	4	10	6	1	0.7	12	0	-3	1	-2
Cc1cc(-c2nnc(CCC(=O)N(CC3CCC3)CC3CCCO3)o2)no1 (stereo unspecified)	-52	-56	-12	-7	0.9	0	0	7	1	7
O=C(O)COc1ccccc1C1C2C(=O)N(c3ccc(F)cc3)C(=O)C2ON1c1ccccc1 (stereo unspecified)	13	-14	-1	2	0.2	36	-1	-10	3	-1
CC12CCC(C(=O)NCc3ccccc3Cl)(C(Br)C1=O)C2(C)C (stereo unspecified)	19	-7	-5	-2	-2.7	15	-2	-5	3	-9
O=S1(=O)N=C(N(CCO)/N=C/c2ccccc2F)c2ccccc21	9	-22	0	1	0.1	16	1	2	0	-5
O=[N+]([O-])c1cc(Oc2cccnc2)cc([N+](=O)[O-])c1	13	-18	3	-10	0.0	16	-2	-1	3	8
O=C(NCCc1ccc(Cl)cc1)C12CC3CC(CC(O)(C3)C1)C2	-49	-74	0	3	0.7	29	0	1	0	-3
Cc1ccc(CNCCNCCO)s1	-3	-21	-1	-6	-0.6	12	-1	4	-1	0
Cc1cc(C)c(C#N)c(SCc2nc3ccccc3c(=O)[nH]2)n1	-26	-49	4	11	0.4	16	1	-20	1	-3
O=C(N1CCCCC1)N1CCCN(C(=O)N2CCCCC2)CC1	10	-13	-4	1	-0.4	2	0	15	2	-2
Cn1ccnc1C(O)c1ccccc1 (stereo unspecified)	-29	-8	-1	7	0.6	14	1	7	-3	-13
COc1ccccc1/C=C/C1NC(=O)NC(C)=C1C(=O)OC(C)C (stereo unspecified)	-7	-6	0	-4	0.8	-6	-3	23	1	14
COc1ccc(C(=O)NNC(=O)C(NC(=O)c2ccccc2NC(=O)c2ccco2)C(C)C)cc1 (stereo unspecified)	-14	-20	4	-3	-0.3	17	-3	/	2	/
O=c1cc(COc2ncnc3ccccc23)nc2sccn12	12	-13	0	-3	-0.2	20	-2	-3	3	-5
